From PubChem
All columns: NCI-60 one-dose screen, growth in % after 48 h at 10 µM unless noted; 100 = growth as untreated, 0 = no growth, -100 = all killed.
CAKI-1: CAKI-1 renal cancer | actives 4.7% (n = 75,000)
NCI-H522: NCI-H522 lung cancer | actives 8% (n = 78,000)
TK-10: TK-10 renal cancer cells; actives 3.9% (n = 81,000)
NCI-H322M: NCI-H322M lung cancer. actives 2.7% (n = 80,000). AID 1794733
ACHN: ACHN renal cancer; actives 4.9% (n = 81,000); AID 1794771
UO-31: UO-31 renal cancer. actives 5.2% (n = 81,000)
RXF 393: RXF 393 renal cancer cells; actives 6.9% (n = 77,000); AID 1794773
NCI-H460: NCI-H460 lung cancer. actives 6.8% (n = 82,000)
786-0: 786-0 renal cancer cells | actives 5.1% (n = 81,000)
* marks the source's active call; other numbers are inactive results; · = no result given; & = joins results of further samples. How the source made its calls: active means growth percent below 10; inactive means the rest. The order is random. About 11% of those tested had a hit in this group.

SMILES	CAKI-1	NCI-H522	TK-10	NCI-H322M	ACHN	UO-31	RXF 393	NCI-H460	786-0
O=C(Nc1ccc(OCc2nnc(-c3ccc(Cl)cc3)o2)c(F)c1)Nc1ccc(Cl)c(C(F)(F)F)c1	13	-34*	16	·	0.5*	·	-10*	2.7*	10
O=C(N/N=C/c1cc2ccccc2n2nnnc12)Nc1ccc2ccccc2c1	96	100	102	99	106	89	97	105	89
CC(=O)c1ccc2ccc3ccccc3c2c1	99	99	87	98	120	85	103	107	78
CNS(=O)(=O)Oc1ccc(-c2cn3ccsc3n2)cc1	91	98	104	104	103	90	106	102	103
COc1cc(/C=C/C(=O)c2ccccc2)ccc1Oc1nc(Nc2ccc(F)cc2)nc(N(C)C)n1	38	30	90	61	-4.1*	27	39	18	40
C=C1C(=O)O[C@H]2[C@H]1CC/C(Cn1cc(CNC(=O)/C=C/c3c[nH]c4ccccc34)nn1)=C\CC[C@@]1(C)O[C@@H]21	89	16	123	101	94	93	84	98	102
COc1ccc(NC(=O)c2cc3ccccc3nc2Nc2cc(OC)c(OC)c(OC)c2)cc1	70	57	91	90	53	60	60	50	58
CCNc1nc(S(=O)(=O)CC)nc2ccccc12	73	82	112	104	86	82	107	101	101
N#Cc1c(N)c2nnn(-c3ccc(S(N)(=O)=O)cc3)c2[nH]c1=O	·	96	112	101	100	87	116	100	99
COc1cc(C(O)c2nc3ccccc3s2)cc(OC)c1OC (stereo not drawn)	83	20	103	101	77	65	127	82	83
C[N+]1(Cc2ccc(C(N)=O)cc2)CCC(CCC2CC[N+](C)(Cc3ccc(C(N)=O)cc3)CC2)CC1 (stereo not drawn)	101	66	91	105	104	87	136	103	102
COC(=O)[C@H](C)Nc1nc(N)nc(N2CCCCC2)c1C=O	100	90	106	109	100	72	110	117	105
C=C(C)[C@H]1CC/C(C)=C/CC[C@@]2(C)O[C@@H]2CC/C(CO)=C\[C@@H]1OC(C)=O	76	91	92	97	107	63	109	88	102
CC(C)c1ccc(NC(=O)Nc2cccc3ccccc23)cc1	88	95	111	88	108	83	115	103	99
O=C(/C=C/c1ccc(F)cc1)c1ccc(Nc2nc(NCCO)nc(N3CCOCC3)n2)cc1	84	87	111	102	86	61	64	94	99
OCC(O)c1nc2ccc3[nH]ncc3c2c2c1CCCC2 (stereo not drawn)	7.5*	13	4.5*	8.6*	4.2*	7.5*	-58*	5.1*	4.2*
COC(=O)C1NN(c2ccc(S(N)(=O)=O)cc2)c2nc3nc(-c4cccs4)cc(-c4cccs4)c3c(=O)n21 (stereo not drawn)	69	64	101	75	74	44	68	23	54
CCOC(=O)C1=C(N)Oc2c(sc3c(F)cccc23)C1c1ccc(OC)cc1 (stereo not drawn)	101	80	115	85	100	76	86	92	105
CC(C)c1ccc(CN2CCN(Cc3ccc(C(C)C)cc3)CC2)cc1	96	98	103	104	107	87	103	100	·
c1ccc2c(c1)nc(-c1cscn1)n2Cc1ccc(-c2nn[nH]n2)cc1	83	74	100	101	115	94	106	109	100

Record cards, from the list above.
C[N+]1(Cc2ccc(C(N)=O)cc2)CCC(CCC2CC[N+](C)(Cc3ccc(C(N)=O)cc3)CC2)CC1 (stereo not drawn) as listed: CAKI-1: 101; NCI-H522: 66; TK-10: 91; NCI-H322M: 105; ACHN: 104; UO-31: 87; RXF 393: 136; NCI-H460: 103; 786-0: 102
CC(C)c1ccc(CN2CCN(Cc3ccc(C(C)C)cc3)CC2)cc1 as listed: CAKI-1: 96; NCI-H522: 98; TK-10: 103; NCI-H322M: 104; ACHN: 107; UO-31: 87; RXF 393: 103; NCI-H460: 100; 786-0: ·

(next part)
SMILES	CAKI-1	NCI-H522	TK-10	NCI-H322M	ACHN	UO-31	RXF 393	NCI-H460	786-0
O=C(NNC(=O)c1ccncc1)C1=CN=C2Sc3cc(Cl)ccc3N2[C@H]1c1ccccn1	91	51	78	100	64	85	100	67	91
Cc1ccc(NC(=O)N(C)C)cc1NC(=O)N(C)C	128	96	99	98	103	94	122	109	96
O=C(NCCNc1nccc(-c2c(-c3cccc(O)c3)nc3sccn23)n1)c1cccc(C(F)(F)F)c1	76	48	·	103	66	73	80	86	89
CCN(CC)CCOC(=O)Nc1c(Cl)cccc1Cl	91	100	116	123	112	95	118	114	110
CC(=O)OCC(OC(C)=O)C(OC(C)=O)C(OC(C)=O)C(COC(C)=O)OC(C)=O (stereo not drawn)	87	101	99	90	105	95	135	106	87
CN1CCc2c(sc3ncnc(N/N=C/c4cn(-c5ccccc5)nc4-c4ccc(Cl)cc4)c23)C1	24	3.5*	50	29	22	15	·	1.1*	25
N#Cc1ccc(-c2ccccc2)nc1Cl	97	59	94	95	109	90	108	110	97
COc1ccc(-c2cnc3sc4ccccc4n23)cc1	84	96	185	97	89	54	109	99	122
O=C(O)c1cn(C2CC2)c2cc(N3CCN(C(=O)Nc4nc(-c5ccc(Br)cc5)cs4)CC3)c(F)cc2c1=O	42	5.8*	35	7.0*	17	14	25	10	27
CSc1nc(N)n2nc(C)cc2n1	87&104	96	96&110	100&109	107&102	102	111&104	104&104	97&105
CC(=O)OC1Oc2ccccc2-c2oc(=O)c(-c3cc(=O)oc4cc(O)ccc34)cc21 (stereo not drawn)	94	70	82	89	86	·	·	94	80
COC(=O)[C@]12CC[C@@H](C)[C@H](C)[C@@H]1C1=CC[C@@H]3[C@@]4(C)C(C=O)=C[C@@](C)(COC(=O)c5ccco5)C4=CC[C@@]3(C)[C@]1(C)CC2	14	-6.1*	6.6*	40	-34*	-55*	-56*	2.1*	-8.2*
O=C(CSc1nc2sc3c(c2c(=O)n1-c1ccc(Cl)cc1)CCCC3)NN1C(=O)c2ccccc2C1=O	99	100	106	103	101	82	120	107	96
CSc1nnc(CCC(=O)Nc2c(C)cccc2C(C)(C)C)o1	94	103	109	100	106	96	99	107	102
O=C(/C=C/c1ccc(Br)cc1)c1ccc(Br)cc1	99	·	76	163	115	124	113	104	96
O=C1C=CC(=O)N1c1ccc(Br)cc1Cl	103	·	109	97	99	82	104	101	100
O=C(COc1ccc(C2SCC(=O)N2c2ccccc2)cc1)c1ccccc1 (stereo not drawn)	79	81	124	103	92	79	91	102	102
COc1ccc2c(C3NNC(=S)N3)cc(=O)oc2c1 (stereo not drawn)	95	97	115	98	102	78	105	104	100
COc1cc2c3cc1Oc1cc(ccc1O)C[C@@H]1c4c(cc(OC)c(O)c4Oc4ccc(cc4)C[C@@H]3N(C)CC2)CC[N+]1(C)C	90	103	115	105	97	89	121	116	99
O=C(O)c1cc2c(cc1Br)OCO2	86	·	104	105	109	89	109	106	103
COc1ccc(-c2nc(N3N=C(c4ccc(Oc5ccc(Br)cc5)cc4)CC3c3cc(OC)c(OC)c(OC)c3)nc(N3CCOCC3)c2C#N)cc1 (stereo not drawn)	80	96	101	108	98	73	113	112	101
CC1=NC(=S)NC(c2ccccc2)/C1=C1/CC(c2ccccc2O)ON1 (stereo not drawn)	82	83	113	91	90	64	99	96	95
O=C(CSc1ccc(Cl)cc1)Nc1ccc(-c2nc3ccccc3s2)c(Cl)c1	53	28	85	88	54	38	79	41	49
O=c1/c(=C/Nc2nccs2)sc2ncnn12	101	86	102	90	104	81	107	109	95
COc1ccc(-c2cc(-c3ccccc3)nn(CC(=O)N3CCN(C)CC3)c2=O)cc1	92	101	92	98	105	76	94	108	91
CC(=O)Nc1ccccc1SSc1ccccc1NC(C)=O	94	106	114	99	98	79	117	104	103
CC1CC(=O)OC(C)C1 (stereo not drawn)	93	103	104	103	110	94	104	104	101
CCCCOC(=O)C(C)OCCC#N (stereo not drawn)	94	101	101	108	109	89	107	106	95
CSc1cc(N)ncn1	·	92	92	97	·	90	107	112	96
Cc1c(C(N)=O)sc2nc(C)n(/N=c3\scc(-c4ccccc4)n3Cc3ccccc3)c(=O)c12	-41*	25	2.9*	35	7.3*	4.1*	-5.5*	7.5*	51
COc1ccc(-c2nc(/N=C/c3ccc(O)c(O)c3O)n[nH]2)cc1	·	78	81	54	·	62	87	70	82
COc1ccc(-c2nc([C@@H](C)Sc3nc(N)cc(N)n3)c(C)s2)cc1OCCN1CCOCC1	91	87	104	109	92	74	96	110	104
Cn1c(=O)c2c(=O)c3c4c(oc3oc2c2ccccc21)C(=O)c1ccccc1C4=O	88	78	137	91	86	79	126	108	100
CSc1ccc(N(C)c2nc(C)nc3c2CCC3)cc1	21	-27*	57	57	18	29	45	6.4*	14
COc1ccc(CCNc2nc(C)cc(N3CCOCC3)n2)cc1	·	80	98	101	89	72	96	94	95
Cc1ccc(/C=C/C(=O)c2cccc(NC(=O)CSc3nc4ccccc4c(=O)n3-c3ccccc3)c2)cc1	74	96	113	100	90	66	86	96	100
CCCCCCCCCCCC(=O)N(C)C	88	100	97	81	99	80	108	104	100
Cc1cc(=O)oc2cc(Oc3ccc(Nc4ncnc5onc(-c6ccccc6)c45)cc3)ccc12	96	66	105	104	111	96	111	102	102
Cc1nc(Nc2cccc(N)c2)c2ccccc2n1	90	88	111	102	99	71	·	103	104
OC1(c2ccccc2)CN(Cc2ccccc2)CC(c2ccccc2)O1 (stereo not drawn)	75	90	127	120	99	87	104	102	111
Cc1nc2c(=O)[nH]c(SCC(=O)Nc3ccc(Cl)cc3)nc2[nH]c1=O	94	96	98	103	104	88	112	103	102
C=CCSC1=NC2C(N(CC)C(=O)N2CC)N1/N=C/C=C/c1ccccc1OC (stereo not drawn)	50	57	122	102	75	68	79	84	99
O=C(/C=C/c1ccc(C(F)(F)F)cc1)c1c(O)c2ccccc2oc1=O	90	103	170	105	100	82	105	97	105
CCOC(=O)c1c(NC(=O)c2cccc(C(F)(F)F)c2)sc2cc(N3CCCC3)ccc12	80	93	134	113	89	81	111	108	102
CC(=O)Nc1cccc2ccc(O)cc12	·	94	104	107	99	70	137	103	110
CCOC(=O)c1ccc[n+]([O-])c1	108	87	88	99	114	86	117	121	109
CCOC(=O)C1=NN(c2ccccc2)C(=O)/C1=C\N1C(=O)CC(=O)NC1=S	41	89	96	96	101	77	117	106	106
C=CCOc1ccc(C2CCCCC2)cc1	99	92	99	103	104	94	94	105	98
CCNC1CCC(Nc2ccnc3cc(Cl)ccc23)CC1 (stereo not drawn)	104	86	100	106	91	74	55	106	90
CCN(CC)CCOc1ccc(C(=C(c2ccccc2)C2CCCC2)c2ccc(OCCN(CC)CC)cc2)cc1	94	2.4*	74	59	95	86	-33*	17	63

(continued)
SMILES	CAKI-1	NCI-H522	TK-10	NCI-H322M	ACHN	UO-31	RXF 393	NCI-H460	786-0
O=c1c(-c2nc(-c3ccccc3)c(-c3ccccc3)[nH]2)coc2ccc(F)cc12	65	72	94	73	51	40	92	19	87
CCCn1cc(/C=N\N=C2\C(=O)Nc3ccc(Cl)cc32)c2ccccc21	·	86	96	92	71	53	62	75	99
O=C(CCl)N(c1ccccc1)c1ccccc1	105	-30*	105	95	109	87	104	111	108
CN1CCN(C2=Nc3ccccc3Oc3ccc(Cl)cc32)CC1	81	·	90	·	94	77	108	105	87
NC(=O)N/N=C/c1ccc2c(c1)OCO2	102	101	99	100	109	92	·	105	103
O=C1/C(=C/c2ccc([N+](=O)[O-])cc2)Oc2ccc(O)c(-c3ccccc3)c21	27	64	78	93	80	63	102	85	91
CC(C)C[C@@H](NC(=O)[C@@H](CCCCN)NC(=O)CCCCCN)C(=O)N[C@H](C)C(=O)N[C@H](CCCCN)C(=O)N[C@H](CC(C)C)C(=O)N[C@H](C)C(=O)N[C@H](CCCCN)C(=O)N[C@H](CCCCN)C(=O)N[C@H](CC(C)C)C(=O)N[C@H](C)C(=O)N[C@H](CCCCN)C(=O)N[C@H](CC(C)C)C(=O)N[C@H](C)C(=O)N[C@H](CCCCN)C(=O)N[C@H](C)C(=O)N[C@H](CCCCN)C(N)=O	99	86	94	110	107	98	110	117	105
CC(=O)O[C@H]1CC[C@]2(C)C3=CC[C@]4(C)[C@@H](C(C)=O)CC[C@H]4[C@@]34C=C[C@]2(C1)C1C(=O)OC(=O)C14 (stereo partly drawn)	102	111	111	107	103	98	·	116	102
O=C(CS(=O)(=O)c1ccc(Br)cc1)Nc1ccccc1C(=O)O	89	109	107	109	102	87	118	110	103
O=c1c2cc(F)ccc2nc2n1CCc1sccc1-2	92	91	105	107	105	85	104	101	94
COc1ccccc1OCC(O)CO (stereo not drawn)	91	106&99	98	115&76	110&102	96&88	111&110	113&105	102&98
Fc1ccc(-c2ccc3c(NCc4ccccn4)nc(N4CCOCC4)nc3c2)cc1	100	91	100	102	104	85	116	104	88
O=C(Cn1cc(CN2CCN(c3ccnc4cc(Cl)ccc34)CC2)nn1)Nc1ccccc1F	85	87	107	102	94	72	95	108	101
COCCOCCOCc1n(Cc2ccc3ccccc3n2)c2ccccc2[n+]1Cc1ccc2ccccc2c1	·	0.8*	-8.5*	27	71	79	-20*	7.9*	21

In the list so far, these contain an aryl thioether with sulfur outside any ring.
SMILES	CAKI-1	NCI-H522	TK-10	NCI-H322M	ACHN	UO-31	RXF 393	NCI-H460	786-0
CSc1nc(N)n2nc(C)cc2n1	87&104	96	96&110	100&109	107&102	102	111&104	104&104	97&105
O=C(CSc1nc2sc3c(c2c(=O)n1-c1ccc(Cl)cc1)CCCC3)NN1C(=O)c2ccccc2C1=O	99	100	106	103	101	82	120	107	96
CSc1nnc(CCC(=O)Nc2c(C)cccc2C(C)(C)C)o1	94	103	109	100	106	96	99	107	102
O=C(CSc1ccc(Cl)cc1)Nc1ccc(-c2nc3ccccc3s2)c(Cl)c1	53	28	85	88	54	38	79	41	49
CSc1cc(N)ncn1	·	92	92	97	·	90	107	112	96
COc1ccc(-c2nc([C@@H](C)Sc3nc(N)cc(N)n3)c(C)s2)cc1OCCN1CCOCC1	91	87	104	109	92	74	96	110	104
CSc1ccc(N(C)c2nc(C)nc3c2CCC3)cc1	21	-27*	57	57	18	29	45	6.4*	14
Cc1ccc(/C=C/C(=O)c2cccc(NC(=O)CSc3nc4ccccc4c(=O)n3-c3ccccc3)c2)cc1	74	96	113	100	90	66	86	96	100
Cc1nc2c(=O)[nH]c(SCC(=O)Nc3ccc(Cl)cc3)nc2[nH]c1=O	94	96	98	103	104	88	112	103	102
